# Scp1 inh = inhibitors of human Scp-1 phosphatase | Q9GZU7 | Recombinant Scp1, phosphopeptide, malachite green phosphate absorbance | inhibition, % at 20 µM | hit rate 0.88% among 340,000 | AID 493091;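 active means inhibition above about 50% at 20 µM, limit read from the data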;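 further: plate controls were DMSO wells with enzyme for no effect and wells lacking enzyme for full effect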
#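 Test system – truncated SCP-1 phosphatase (76-261aa) · Reagent – Phosphorylated 17-residue peptide substrate · Incubation – 45 min room-temperature reaction, 5 min colour, 30 min stabiliser · Detection – colorimetric phosphate reagent with accelerator and stabiliser, absorbance at 630 nm · Measure – % inhibition at 20 µM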
# SUMO1 PPI mod = alters human SUMO1 binding to SIM partners; hit rate 0.33% among 360,000; AID 602429; SUMO1 binding to a labelled peptide, TR-FRET, 1 h; inhibition, % at 20 µM; in the data active means inhibition above about 37%
# DNMT1 inh = blocks human DNA methyltransferase DNMT1; DNMT1 molecular beacon, Hinp1I cleavage, fluorescence; inhibition (reported as % activation of signal), % at 10 µM; hit rate 0.83% among 360,000; AID 588458; in the data active means inhibition above about 50%
# LMPTP block = LMPTP (human) inhibition. P24666. recombinant LMPTP-A, OMFP fluorogenic substrate, fluorescence intensity. inhibition, % at 20 µM. hit rate 0.22% among 360,000. AID 651560;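 active means compounds that cut the enzyme signal by at least half of the control window in the single-dose screen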;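 further: plate controls were DMSO wells with enzyme plus substrate for no effect and substrate without enzyme for full effect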
#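 Assay system: LMPTP-A, protein tyrosine phosphatase of low molecular weight / Medium: pH 6.0 Bis-Tris buffer with DTT and Triton X-100 / Schedule: 50 min enzyme reaction at room temperature, protected from light / Measured by: endpoint fluorescence intensity from OMFP dephosphorylation / Read-out basis: % inhibition relative to no-enzyme and uninhibited control wells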
# Neddylation inh = inhibitors of human cullin neddylation. TR-FRET cullin neddylation, biochemical. calls only at 25 µM. hit rate 0.58% among 360,000. P61081+Q13564; in the data active means inhibition above about 36%
# Rpn11 block = Rpn11 (human) deubiquitinase inhibition | O00487 | human 26S proteasome, Ub4-pepOG fluorescence polarization; 20S core pre-blocked with epoxomicin | calls only at 20 µM | hit rate 0.59% among 360,000 | AID 588493;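 active means inhibition at 20 µM, scaled to each plate's controls, above about 33%, limit read from the data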
# NadD block = inhibitors of Staphylococcus aureus NadD; purified NadD enzyme, colorimetric absorbance read-out; inhibition, % at 20 µM; hit rate 0.78% among 360,000; in the data active means inhibition above about 26%; further: some compounds past the cut are filed as inactive
# Rin1-Abl PPI inh = inhibitors of human Rin1-Abl protein interaction; TR-FRET Rin1/Abl binding, biochemical; inhibition, % at 7.35 µM; hit rate 0.4% among 360,000; AID 588664; in the data active means inhibition above about 5%, passing the limit was not always enough
# CSN deneddyl inh = CSN deneddylation inhibition; Q92905; inhibition, % at 12.5 µM; hit rate 0.38% among 360,000; Purified CSN, SCF-Nedd8-OG deneddylation, fluorescence polarization;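 active means pattern-corrected inhibition above about 35%, with an unprinted fluorescence ratio check between 0.5 and 1.5, limit read from the data, passing the limit was not always enough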;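 further: 0% = enzyme with substrate and 100% = substrate without enzyme; some results filed as inactive read as strong as hits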
#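 Assay system: purified human Csn5 enzyme expressed in HEK293T cells; measure: % inhibition; also added: SCFSkp2-Nedd8OG substrate at 10 nM final; technique: fluorescence polarization; times: reaction 90 min, room temperature; medium: Tris buffer pH 7.5, NaCl, DTT, Tween-20, trehalose, ovalbumin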
# STEP inh = blocks human striatal-enriched tyrosine phosphatase; P54829; recombinant STEP, OMFP fluorogenic substrate, fluorescence; inhibition, % at 20 µM; hit rate 0.25% among 360,000; AID 588621;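 active means inhibition at 20 µM, scaled per plate between control wells, above about 37%, limit read from the data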;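 further: 0% = DMSO with enzyme and substrate and 100% = substrate only without enzyme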
#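 Test system: STEP tyrosine phosphatase / Reagent: OMFP at 25 µM / Doses: 20 µM, 1% DMSO / Read-out: percent inhibition scaled to no-enzyme and uninhibited-enzyme controls, plate-pattern corrected / Detection: FITC-channel fluorescence of OMFP product / Medium: Bis-Tris buffer pH 6.0, 2.5 mM DTT, 0.005% Tween 20 / Schedule: 20 min at room temperature, dark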
# * = called active by the depositor; i = inactive; · = no result given; + = active, no number.
SMILES,Scp1 inh,SUMO1 PPI mod,DNMT1 inh,LMPTP block,Neddylation inh,Rpn11 block,NadD block,Rin1-Abl PPI inh,CSN deneddyl inh,STEP inh
CCCCC/C=C\C/C=C\C/C=C\CCCCC(=O)O,37,14,49,2.1,i,i,10,2,30,-1
O=C(COC(=O)c1ccc(Cl)c(S(=O)(=O)N2CCOCC2)c1)Nc1ccc2[nH]c(=O)[nH]c2c1,3,84*,-2,-0.5,i,i,11,1,-2,-2
CCN(CC(=O)Nc1c(F)cccc1F)C(=O)CSCC(=O)Nc1ccc(OC)cc1,10,-4,-1,0.4,i,i,-2,3,3,-2
Cc1cccn2c(=O)c3cc(S(=O)(=O)c4ccc(Br)cc4)c(=N)n(C4CCCCC4)c3nc12,9,4,-1,2.2,i,i,27*,0,-1,2
O=C(Cc1ccc(Cl)cc1)OCc1nnc(-c2ccccc2)o1,-6,1,5,0.6,i,i,-2,2,1,0
CCN(CC)C(=O)[C@H]1C[C@H](CC(=O)NCCCN(C)C)C(=O)N2CCc3c([nH]c4cc(-c5ccco5)ccc34)[C@]12C,4,-27,2,-11,·,i,-8,0,-1,0
CCNC(=O)Nn1c(-c2ccccc2)nc2ccccc2c1=O,-3,-6,1,-1.7,i,i,2,-3,4,-1
CCCCn1c(N)c(N(C(=O)CSc2nnc(C)n2-c2ccccc2)C2CCCC2)c(=O)[nH]c1=O,1,-1,0,-0.3,i,i,3,3,-1,4
CCCCN(CC)S(=O)(=O)N1CCC(C(=O)NCc2ccc(F)cc2)CC1,-8,20,4,-0.8,i,i,-8,6,0,-1
COc1ccc(C)cc1C(=O)CCC(=O)N1CCN(c2ccccc2F)CC1,1,-1,0,-0.9,i,i,-1,0,2,-1

# Quoted from the listing.
# Value of `O=C(COC(=O)c1ccc(Cl)c(S(=O)(=O)N2CCOCC2)c1)Nc1ccc2[nH]c(=O)[nH]c2c1` under Rin1-Abl PPI inh: 1
# Value of `CCCCn1c(N)c(N(C(=O)CSc2nnc(C)n2-c2ccccc2)C2CCCC2)c(=O)[nH]c1=O` under NadD block: 3
# Value of `CCN(CC(=O)Nc1c(F)cccc1F)C(=O)CSCC(=O)Nc1ccc(OC)cc1` under DNMT1 inh: -1

# Remaining list, next part:
SMILES,Scp1 inh,SUMO1 PPI mod,DNMT1 inh,LMPTP block,Neddylation inh,Rpn11 block,NadD block,Rin1-Abl PPI inh,CSN deneddyl inh,STEP inh
CCCn1c(SCC(=O)NCc2ccc(F)cc2)n[nH]c1=O,-1,-1,1,2.9,i,i,1,4,-3,0
O=C(COc1coc(CN2CCc3ccccc3C2)cc1=O)Nc1ccccc1F,2,3,1,-0.3,i,i,-3,1,2,-6
COc1ccc(CCC(=O)OCC(=O)NC2CCCC2)cc1OC,·,-1,-4,-3.5,i,i,-4,-3,8,-3
COC(=O)Cc1ccc(Oc2ncc(C(F)(F)F)cc2Cl)cc1,-5,3,-1,-1.0,i,i,-10,1,2,1
CC1(C(=O)NS(=O)(=O)c2ccccc2Cl)CCN1C(=O)C1CC1 (stereo not drawn),·,0,6,-1.4,i,i,-3,4,1,-4
CC(C)c1ccc(NC(=O)c2ccc(-c3ccnn3C)c3ccoc23)cc1,·,4,9,4.9,i,i,3,0,1,2
Cc1ccc(-c2csc(NC(=O)c3cccc(S(=O)(=O)N4CCN(C)CC4)c3)n2)cc1,0,2,-22,-3.8,i,i,-4,2,1,4
CCOC(=O)CSc1nc2c(cnn2-c2ccc(F)cc2)c(=O)[nH]1,-5,4,1,-2.4,i,i,-1,1,-7,-2
O=C(CSc1nc2c(c(=O)n1-c1ccc(F)cc1)SCC2)Nc1ccc2c(c1)OCO2,-5,3,-6,0.0,i,i,5,2,1,2
COc1ccc(C(=O)CC2SC(N)=NC2=O)cc1 (stereo not drawn),-12,1,2,-2.3,i,i,-6,-1,1,2
CCCS(=O)(=O)N1CCC(C(=O)c2cccc(C(F)(F)F)c2)CC1,-6,0,3,0.9,i,i,-7,2,-3,2
C=CCOC(=O)c1ccc(N2CCN(c3ccccc3)CC2)nc1,-6,4,5,0.9,·,i,-6,2,-3,3
Cc1ccc(CN2C(=O)CCC2C(=O)NCc2ccc(F)cc2)cc1 (stereo not drawn),-18,-3,0,-1.8,i,i,-8,1,-2,1
c1ccc(NCc2nc3ccccc3n2CCOc2ccccc2)cc1,-4,1,0,2.8,i,i,-2,-2,-2,-4
Cc1ccc(CNC(=O)[C@H]2C[C@@H]2[C@H](NP(=O)(c2ccccc2)c2ccccc2)c2ccccc2)o1,-3,-5,71*,-0.3,i,i,-1,2,2,0
CCOC(=O)c1nc(NNC(=O)c2ccc([N+](=O)[O-])cc2)sc1C,-9,-32,-3,1.6,i,i,6,-2,-4,1
Cc1cccc(-n2ncc3c(=O)[nH]c(SCC(=O)NCCC4=CCCCC4)nc32)c1,-1,5,13,-0.9,i,i,15,0,5,0
CC/C(=N\NC(=O)c1c(C)nc2ccccn12)c1ccccc1,-1,4,1,-0.7,i,i,-5,3,4,-2
CCOC(=O)c1ccc(-c2ccc(/C=C(\C#N)C(=O)NCC3CCCO3)o2)cc1 (stereo not drawn),-4,-13,-9,1.2,i,i,-1,-6,3,4
COC(=O)c1cc(NC(=O)c2cc(-c3ccc(C(F)(F)F)cc3)oc2C(F)(F)F)ccc1N1CCOCC1,1,2,-8,4.2,i,i,2,0,-3,3
Cc1ccc(S(=O)(=O)N(C)CC(=O)OCC(=O)NCCN2C(=O)CSC2=O)cc1,-5,-4,2,-1.6,i,i,1,0,-6,-3
CCc1cc2c(cc3c(=O)n(CC(=O)NCCCN4CCCCCC4)nc(CC)n32)s1,-2,-51,-1,7.0,i,i,31*,-5,1,2
O=c1c2cccnc2[nH]c(=S)n1Cc1ccccc1,-6,-3,15,-2.2,i,i,-1,-3,1,2
COc1ccc(N2CCN(C(=O)CCc3nc(-c4ccc(C)cc4)no3)CC2)cc1,-10,0,-6,0.4,i,i,-2,-2,8,3
CCc1nc2ccc(C(=O)Nc3ccc(NC(C)=O)cc3)cn2c1N(C)C(=O)Cc1ccccc1,·,3,-7,-1.9,i,i,1,1,2,-3
O=C(O)Cc1ccc(OCc2ccc(Cl)nc2)cc1,-5,6,2,-0.9,i,i,-2,2,-5,-1
O=C1Nc2ccccc2C12NCCc1c2[nH]c2ccccc12 (stereo not drawn),-9,-3,-1,-1.6,i,i,-3,1,6,-1
COCCN(C(=O)COC(=O)c1ccc(Cl)nc1)c1c(N)n(Cc2ccccc2)c(=O)[nH]c1=O,-1,4,0,-0.3,i,i,-1,1,3,4
CSc1nc2nc(-c3ccc(F)cc3)c(CCN3CCN(C)CC3)cn2n1,-2,7,-1,-1.1,i,i,-3,-4,-1,2
COc1ccc(OCCN(C)C(=O)c2cccc(S(=O)(=O)N(C)c3ccccc3)c2)cc1,-13,2,-2,0.3,i,i,-3,4,-2,1
COc1cccc(N(C(=O)CNC(=O)c2ccco2)C(C(=O)NC2CCCC2)c2ccco2)c1 (stereo not drawn),2,5,3,0.5,i,i,-1,5,-2,0
CCSc1nc2ccccc2n1S(=O)(=O)c1ccccc1,-6,5,2,-0.9,i,i,-3,-2,-1,-4
COc1ccc(CCN2CCCC(CN(C)C(=O)c3ccoc3)C2)cc1 (stereo not drawn),-5,3,1,0.4,i,i,-3,-4,6,2
Cc1c(C(=O)OC(C)C)sc(N)c1C(=O)OC(C)C,-8,2,-2,2.7,i,i,-10,-1,4,1
COc1ccc(CN2CCn3nc(C(=O)NC4CC4)cc3C2=O)cc1,-1,-1,-1,1.4,i,i,-2,7,-5,-1
CC1=CC=CC2=NC(=O)CC(C)(C(=O)N(CC(=O)NC3CCCC3)c3ccccc3C)N12 (stereo not drawn),-3,-1,2,-1.5,·,i,1,5,-1,-6
O=S1(=O)NC2c3ccccc3CC2O1 (stereo not drawn),-5,16,-5,1.8,i,i,1,0,-5,2
CCOC(=O)C1(C)CCCCN1C(=O)c1cccs1 (stereo not drawn),·,-1,-3,-0.4,i,i,0,-1,1,-2
O=C(CC12CC3CC(CC(C3)C1)C2)Nc1ccc2c(c1)COC2=O,-4,13,-2,-0.8,i,i,-4,-3,2,-4
COc1ccc([N+](=O)[O-])cc1NS(=O)(=O)Cc1ccccc1,-5,-13,4,-1.0,i,i,-3,-1,0,-1
COCCNC(=O)c1ccccc1N(Cc1ccccc1)S(=O)(=O)c1ccccc1,1,1,-1,-1.1,i,i,-7,3,-4,0
Cc1cccnc1NC(=O)CSc1nnc(CNC(=O)c2cccc([N+](=O)[O-])c2)n1C,-7,-37,4,-0.9,i,i,-1,-3,4,-2
CCOC(=O)CCC(=O)N1CCOCCOCCN(C(=O)CCC(=O)OCC)CCOCC1,-17,-1,6,-0.4,i,i,-7,-1,5,3
CC1(C)CC(=O)C=C(c2ccc(-c3ccc4[nH]ccc4c3)cc2)C1=O,·,-27,-22,3.6,i,i,-4,-2,3,-2
CC1C/C(=N\NC(N)=S)c2cc(Cl)ccc2S1 (stereo not drawn),-11,-2,0,0.5,i,i,5,1,3,-2
O=C(O)Cn1c(SCCOc2ccccc2)nc2ccccc21,-6,1,0,-1.7,i,i,4,4,1,-1
O=C(O)[C@@H]1Cc2c([nH]c3ccccc23)C2CCC(=O)N21 (stereo partly drawn),0,5,3,-0.4,+,i,-2,2,3,6
CS(=O)(=O)NNC(=O)Cn1nnc(-c2ccc(OCc3ccccc3Cl)cc2)n1,-11,5,-1,3.3,i,i,-4,-3,1,0
Cc1c(Cl)cccc1N1C(=O)CC(Sc2ccccc2N)C1=O (stereo not drawn),·,-1,2,-0.8,i,i,0,1,-2,-1
CNC(=O)NC1CCCCc2sccc21 (stereo not drawn),-7,-1,-1,-0.8,i,i,-7,0,6,-2
# More compounds.
SMILES,Scp1 inh,SUMO1 PPI mod,DNMT1 inh,LMPTP block,Neddylation inh,Rpn11 block,NadD block,Rin1-Abl PPI inh,CSN deneddyl inh,STEP inh
COC(=O)Cc1cn(-c2ncc(C(F)(F)F)cc2Cl)c2ccccc12,-10,-2,-1,0.8,i,i,-2,-4,-1,1
NC1=NC[C@@H](Cc2ccc(O)cc2)N1CCc1cccc(F)c1,-2,-4,8,0.4,i,i,1,0,1,0
Cc1noc(C)c1COC(=O)CCN1c2ccccc2Sc2ccccc21,-14,6,3,1.3,i,i,4,6,2,0
CC1CCc2nn(CC(=O)Nc3c(F)cc(F)cc3Br)cc2C1 (stereo not drawn),-8,1,2,-0.2,i,i,4,-2,-5,-1
